RTF Ca sens inh: cardiac RTF calcium desensitization | IANBD-labeled cardiac RTF, Ca2+ fluorescence | inhibition, % at 7.15 µM | 0.12% of 340,000 active;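 active means inhibition above the mean inhibition of all tested compounds plus 3 SD, cut at about 17% in these data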;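 further: assay run at fixed EC70 calcium of 1.6 mM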
Wnt act: Wnt/beta-catenin pathway activation; 1.2% of 300,000 active; activation, % at 9.35 µM; Wnt/beta-catenin reporter cell assay, activator, plate reader; in the data active means activation above about 30%, passing the limit was not always enough;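 further: 0% = neutral control wells and 100% = positive control wells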
V-ATPase pHluor: yeast V-ATPase proton transport regulation by pHLuorin; response, % at 10 µM; 0.37% of 350,000 active; S. cerevisiae, pHLuorin cytosolic pH fluorescence; in the data active means response mostly above about 7.3%, no sharp cut-off; inactive means mostly below about 5.4%; further: actives read high; inactives centre near 0; some compounds called inactive have numbers as strong as hits; reference of the scale not given here
OPRM1-OPRD1 ag: agonists of human mu-delta opioid receptor heterodimerization. 0.3% of 340,000 active. P35372+P41143. cells, OPRM1-OPRD1 heterodimerization, luminescence. activation, % at 9.3 µM; in the data active means activation above about 18%;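 further: 0% = vehicle-treated cells and 100% = reference agonist; values of inactives mirror those of a sister screen read the other way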
Target sequence (P35372 whole entry, looked up): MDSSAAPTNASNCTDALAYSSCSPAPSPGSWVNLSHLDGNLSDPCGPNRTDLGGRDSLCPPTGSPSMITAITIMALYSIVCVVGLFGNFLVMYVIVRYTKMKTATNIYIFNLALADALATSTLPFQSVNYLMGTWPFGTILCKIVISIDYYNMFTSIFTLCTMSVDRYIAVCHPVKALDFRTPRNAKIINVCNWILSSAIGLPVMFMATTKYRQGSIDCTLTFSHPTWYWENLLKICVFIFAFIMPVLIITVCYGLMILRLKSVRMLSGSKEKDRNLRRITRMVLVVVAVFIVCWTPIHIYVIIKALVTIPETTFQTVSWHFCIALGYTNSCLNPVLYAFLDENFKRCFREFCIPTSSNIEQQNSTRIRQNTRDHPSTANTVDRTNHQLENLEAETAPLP
Target sequence (P41143 whole entry, looked up): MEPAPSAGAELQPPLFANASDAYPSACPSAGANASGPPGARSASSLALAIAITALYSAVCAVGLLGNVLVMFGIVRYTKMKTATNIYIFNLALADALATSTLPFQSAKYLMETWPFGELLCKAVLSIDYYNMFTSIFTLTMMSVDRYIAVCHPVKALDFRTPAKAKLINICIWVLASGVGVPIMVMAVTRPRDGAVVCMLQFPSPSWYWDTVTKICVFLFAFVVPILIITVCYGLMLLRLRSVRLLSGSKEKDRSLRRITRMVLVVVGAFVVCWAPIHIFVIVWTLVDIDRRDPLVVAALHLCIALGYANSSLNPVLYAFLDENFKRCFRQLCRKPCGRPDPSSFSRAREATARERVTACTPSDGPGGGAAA
cardiac RTF act: cardiac RTF calcium sensitization. P19429+P45379. IANBD-labeled TnC RTF fluorescence at EC20 calcium; 0% EC20 calcium, 100% full calcium. activation, % at 7.2 µM. 0.24% of 340,000 active;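 active means activation above the mean over all tested compounds plus 3 SD, cut at about 30% in these data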;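 further: rise in fluorescence read as greater calcium sensitivity of cardiac thin filaments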
DSG3 Ab inh: inhibitors of pemphigus antibody binding to human desmoglein-3. DSG3-coupled beads, scFv-anti-DSG3-GFP binding, flow cytometry; hits give low values. binding (percent of control), % at 10 µM. P32926. 0.48% of 310,000 active;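 active means binding more than 3 SD below its plate's average and above zero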;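 further: hits lower antibody fragment binding to DSG3; some compounds called inactive have numbers as strong as hits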
Arrestin-AP2 inh: human beta-arrestin and AP2 interaction inhibition; FITC-arrestin peptide / GST-AP2 beads, flow cytometry; AP2 beta2 appendage carries R879A mutation; inhibition, % at 10 µM; 0.31% of 340,000 active; AID 504490;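 active means inhibition above a set limit, near 3 SD of compounds lacking own fluorescence, cut at about 54% in these data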;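 further: plate controls were DMSO wells for no effect and 5 µM unlabelled arrestin peptide for full effect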
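Material – GST-tagged AP2 beta2-adaptin appendage (R879A) on 4 µm glutathione beads · Probe or stimulus – fluorescein-tagged arrestin peptide at 50 nM final · Timing – 12 min plus 1 h, RT · Detection – bead flow cytometry, FITC channel · Read-out basis – inhibition as reduced fluorescein signal on beads, percent · Medium – PBS plus Tween 20 (0.05%) and BSA (0.1%)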
LANA DNA inh: blocks KSHV LANA C-terminal domain binding to DNA; AID 504423; MBP-C-LANA/FAM-LBS DNA binding, fluorescence polarization; inhibition, % at 9 µM; 0.078% of 340,000 active;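 active means highest replicate inhibition at or above 60% at 9 µM, even if other replicates fall short; inactive means all replicates below 60% inhibition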;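 further: 0% = neutral control wells and 100% = 4 µM acridine orange control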
Keap1 Nrf2 FP: Keap1-Nrf2 (human) interaction inhibition. Keap1 Kelch-Nrf2 peptide fluorescence polarization, 1536-well. Q14145. 0.15% of 340,000 active. inhibition, % at 9.4 µM; in the data active means inhibition above about 12%;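 further: human Keap1 Kelch domain with fluorescein labeled Nrf2 9mer peptide probe; 0% = neutral control wells and 100% = peptide positive control; higher means more block of Keap1 binding to Nrf2 peptide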
OPRM1-OPRD1 inv: mu-delta opioid heterodimer inverse agonism; 0.21% of 340,000 active; AID 504357; cell-based MOR-DOR heterodimer luminescence; inhibition, % at 9.3 µM; in the data active means inhibition above about 22%, passing the limit was not always enough;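 further: 0% = cells with DMSO and 100% = wells without cells with DMSO; values of inactives mirror those of a sister screen read the other way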
* hit, by the source's call; nt = no result given.

SMILES	RTF Ca sens inh	Wnt act	V-ATPase pHluor	OPRM1-OPRD1 ag	cardiac RTF act	DSG3 Ab inh	Arrestin-AP2 inh	LANA DNA inh	Keap1 Nrf2 FP	OPRM1-OPRD1 inv
O=C(Cc1ccccc1)N/N=C/c1cccc([N+](=O)[O-])c1	0	12	-1	0.3	-5	86	-14	-0.9	-2	-2
Cc1onc(-c2ccccc2Cl)c1C(=O)Nc1ccc(Cl)cn1	-3	2	7	-2.2	9	109	-6	3.9	-3	12
Fc1ccc(NC(=S)NCCc2ccccn2)cc1	-9	2	4	-0.4	1	95	-13	-0.9	3	3
O=c1c2c(ncn2C2CCCC2)n(Cc2ccccc2)c(=O)n1CCOc1ccccc1	10	-3	-1	-0.4	-6	nt	-2	-1.3	-5	2
CCOc1cc(N2CCOCC2)c(OCC)cc1NC(=O)c1ccccc1	-4	0	-4	-2.6	-1	79	-8	0.3	-5	12
Cc1ccc2nc(N3CCC(C(=O)O)CC3)nc(-c3ccccc3)c2c1	-6	0	-2	-1.6	-3	107	0	-2.4	-10	9
NNc1nc(-c2ccccc2)c2cc(Br)ccc2n1	0	0	1	-4.6	-3	95	-25	1.3	3	20
COC(=O)c1ccc(C(=O)OC)c(NC(=O)COC(=O)CCOc2ccc(C)cc2)c1	0	1	-2	-0.2	0	106	-4	1.7	-6	1
COc1ccc(/C=N/NC(=O)CSCC(=O)Nc2ccccc2)cc1OC	-2	nt	0	-3.3	-1	102	-11	0.7	5	17
CCOC(=O)C1(CC2CC2)CCN(Cc2ccc(OC)cc2F)CC1	-2	-5	1	16	2	84	-2	0.0	2	-107
CS(=O)(=O)c1ccc(Cl)c(NC(=O)COC(=O)CCN2C(=O)C3CC=CCC3C2=O)c1 (centres undefined)	-8	-1	0	-1.4	2	nt	6	-0.5	-3	6
Cc1ccc(CSc2nnc(SCC(=O)N/N=C/c3ccc(C(=O)O)cc3)s2)cc1	-5	19	2	-0.1	-3	94	9	1.0	-2	0
O=C(NC1CC1)C1CCC(=O)N1C1CCCC1 (centres undefined)	1	nt	-4	-2.2	-4	100	-2	-0.2	2	13
COc1ccccc1C(=O)NC(=O)COC(=O)CCOc1ccc(C)cc1	-19	6	0	-0.8	-2	106	-5	0.4	0	5
O=[N+]([O-])c1ccc(-c2csc(N/N=C/c3cccnc3)n2)cc1	0	2	0	0.4	-2	94	13	0.6	-2	-2
CC(C)(C)N(NC(=O)OCc1ccccc1)C(=O)c1ccccc1	-20	-7	2	-2.1	-1	96	-5	0.9	-3	13
CCOCCCNCC(=O)Nc1ccc(OC(F)(F)F)cc1	0	0	6	-0.7	0	102	4	0.3	-1	4
COc1cc(C2Nc3c(F)cccc3C3C=CCC32)cc(Br)c1OC (centres undefined)	3	-5	0	3.8	0	102	7	1.6	1	-20
COC(=O)CN(c1cc(C(F)(F)F)ccc1Cl)S(C)(=O)=O	-1	nt	3	0.4	-2	101	18	-1.4	1	-2
COC(=O)c1ccc(C(=O)OC)c(NC(=O)CSCc2ccc(Cl)cc2)c1	-14	nt	-2	0.6	1	106	9	-1.6	-1	-3
CCOCCCNC(=O)C1CCC(CNS(=O)(=O)c2ccc(OC)cc2)CC1 (centres undefined)	-3	-1	-1	-1.6	3	103	10	1.4	-7	7
O=C(NNS(=O)(=O)c1ccccc1)c1ccccc1-n1cccc1	-2	0	-4	-3.1	-4	92	3	-1.4	0	16
C/C(=N/NC(=O)CNC(=O)CCc1ccccc1)c1ccc(Cl)cc1	-2	-3	1	-2.0	-3	110	44	-0.5	0	10
Cc1ccc(Cc2cnc(NC(=O)c3cccs3)s2)cc1	-5	nt	-2	8.1	0	100	-2	-2.2	0	-49
COc1cccc(N(C(=O)c2snc(C(N)=O)c2N)C(C(=O)NCC2CCCO2)c2ccc(F)cc2)c1 (centres undefined)	-27	-1	2	-0.5	-2	114	-8	-1.0	-3	3
Continuation:
SMILES	RTF Ca sens inh	Wnt act	V-ATPase pHluor	OPRM1-OPRD1 ag	cardiac RTF act	DSG3 Ab inh	Arrestin-AP2 inh	LANA DNA inh	Keap1 Nrf2 FP	OPRM1-OPRD1 inv
O=C(c1cccc(C(F)(F)F)c1)C1CCCN(C(=O)CCCN2CCCC2=O)C1 (centres undefined)	-19	-1	0	-0.7	-7	102	2	1.6	-1	5
NC(=O)c1ccc(-n2nc(C(F)(F)F)c3c2CCCC3)cc1	-1	0	2	1.1	-2	106	0	-1.6	1	-6
COc1cc2c(cc1OC)C(C)N(C(=O)Nc1ccc(F)cc1)CC2 (centres undefined)	-7	1	0	-1.5	-1	97	-16	-1.6	-4	8
CC(C)(C)c1ccc(C(=O)Nc2ccc(NC(=O)c3ccco3)cc2)cc1	-3	-23	0	17	-1	99	-3	2.3	-2	-97
Cc1ccc(-c2nc3ccccc3c(=O)n2N)cc1	-4	-1	-5	-1.9	-3	119	-6	0.7	-2	9
O=C(N=C1c2ccccc2CN1c1ccc(F)c(F)c1)c1cccnc1	-19	14	-3	3.3	-5	103	6	-0.5	-9	-17
COC(CNC(=O)c1ccc2c(c1)ncn2-c1cccc(C)c1)OC	-9	-1	0	-2.9	5	96	-1	0.0	-3	13
CC(C)COc1ccc(Cc2cnc(N)nc2N)cc1	-14	-2	nt	-0.9	1	98	-1	0.7	-2	5
CC1(C(=O)N2CC3(CC(c4ccccc4)=NO3)C[C@H]2C(=O)NCC(N)=O)CC1 (some centres undefined)	-1	-3	0	-1.1	2	99	6	-0.6	-1	6
O=C(/C=C/c1ccccc1)N1CCN(Cc2nc3ccccc3c(=O)[nH]2)CC1	-7	-1	7	1.5	-2	92	-1	-0.8	-1	-9
O=C1S/C(=C\c2ccc(N3CCOCC3)o2)C(=O)N1Cc1c(F)cccc1Cl	-43	-1	1	2.2	100*	232	-18	-3.2	-8	-12
COc1ccc(-c2nc(N)c(C#N)c(-c3cccnc3)c2C)cc1	-6	9	4	-2.6	3	107	-3	-0.1	-3	13
COC(=O)Cn1c(=O)c2c(nc(Br)n2CC(=O)OC)n(C)c1=O	3	-1	-1	-1.9	-5	nt	2	0.2	-4	10
COc1ccc(CNS(=O)(=O)c2ccc(F)c(C(=O)Nc3ccccc3OC)c2)cc1	-6	0	1	2.8	-3	94	-9	-0.1	0	-15
Cc1cccc(NC(=O)CSc2nnc(CNC(=O)c3ccc(S(=O)(=O)N(C)C)cc3)n2-c2ccc(F)cc2)c1	-7	-2	0	-3.5	-5	122	-5	-1.1	0	19
CC(C)CC(=O)Nc1ccc2c(c1)nc(CCN1CCOCC1)n2C	1	-1	0	-1.7	6	91	-3	-1.3	3	10
CSc1nsc(SCC(=O)Nc2ccc(Cl)c(C(=O)O)c2)n1	7	0	0	1.9	-4	120	28	-0.4	2	-16
CN1CCN(c2ccc(NC(=O)c3ccc(Cl)cc3Cl)cc2)CC1	4	9	5	-2.3	-2	114	5	-1.5	-4	11
Cc1ccc(NC(=O)C(c2ccccc2)N2CCN(C(=O)c3ccco3)CC2)cc1 (centres undefined)	-12	-4	-1	-4.6	-2	104	-3	-1.0	-5	17
CCN1C(N(C)CCc2cccs2)=N[C@@H](c2ccccc2)C(C(=O)OC)=C1C	3	0	-3	-1.6	4	117	-4	1.6	-4	9
CCc1ccccc1NC(=O)Cn1nnc(C(=O)NCc2cccs2)c1N	4	-7	-1	-2.9	-3	100	-6	1.9	4	14
CC(C)Cn1c(N)c(C(=O)COC(=O)C2CC(=O)N(c3ccc4c(c3)OCCO4)C2)c(=O)n(C)c1=O (centres undefined)	-7	-3	1	-1.6	-6	99	2	-2.3	0	11
COC(=O)c1[nH]c2cccc(OC)c2c1NC(=O)CN1CCN(c2cccc(OC)c2)C(C)C1 (centres undefined)	0	nt	0	1.4	14	107	9	-1.3	3	-8
CCOC(=O)c1sc(NC(=O)C(CC)Sc2nccn2C)nc1C (centres undefined)	-32	nt	-2	0.1	1	83*	7	-2.2	1	-1
O=C(Nc1ccccc1)N1CCN(Cc2ccc3c(c2)OCO3)CC1	-2	-1	1	-1.4	1	nt	20	0.9	-1	7

Compound profiles, from the list above. Order of values: RTF Ca sens inh | Wnt act | V-ATPase pHluor | OPRM1-OPRD1 ag | cardiac RTF act | DSG3 Ab inh | Arrestin-AP2 inh | LANA DNA inh | Keap1 Nrf2 FP | OPRM1-OPRD1 inv
CC(C)(C)c1ccc(C(=O)Nc2ccc(NC(=O)c3ccco3)cc2)cc1 is listed with -3 | -23 | 0 | 17 | -1 | 99 | -3 | 2.3 | -2 | -97
O=C(N=C1c2ccccc2CN1c1ccc(F)c(F)c1)c1cccnc1 is listed with -19 | 14 | -3 | 3.3 | -5 | 103 | 6 | -0.5 | -9 | -17
Cc1cccc(NC(=O)CSc2nnc(CNC(=O)c3ccc(S(=O)(=O)N(C)C)cc3)n2-c2ccc(F)cc2)c1 is listed with -7 | -2 | 0 | -3.5 | -5 | 122 | -5 | -1.1 | 0 | 19

(listing goes on)
SMILES	RTF Ca sens inh	Wnt act	V-ATPase pHluor	OPRM1-OPRD1 ag	cardiac RTF act	DSG3 Ab inh	Arrestin-AP2 inh	LANA DNA inh	Keap1 Nrf2 FP	OPRM1-OPRD1 inv
O=C(NNC(=O)c1ccccc1O)c1ccc(Cl)c(S(=O)(=O)N2CCCCC2)c1	-11	-3	0	-0.5	0	97	28	1.0	1	3
COCCn1c(SCC(=O)NC(=O)NCc2ccccc2)nc2ccccc21	1	-6	0	0.1	-9	60	1	0.6	-6	-1
O=C1N(Cc2cccnc2)C[C@@H]2C[C@@H](c3ccc4nonc4c3)N3CCC[C@@]123	-9	-3	0	0.1	-2	106	8	0.4	-3	-1
Cc1ccc(-n2c(-c3cc(C)n(C)n3)n[nH]c2=S)cc1	0	nt	1	-1.0	-4	90	7	-0.2	-6	6
Cc1ccc(NNC(=O)C(O)(c2cccc(C(F)(F)F)c2)c2cccc(C(F)(F)F)c2)cc1	-2	-10	1	7.6	3	100	-1	0.3	6	-38
COC(=O)c1sc(=S)n(-c2cc(F)ccc2F)c1N	-1	-1	3	-1.2	1	96	5	-2.0	-4	7
O=C(Nc1cc(Oc2ccccc2)cc([N+](=O)[O-])c1)C12CC3CC(C1)CC(n1cnc(Cl)n1)(C3)C2	7	-7	-4	0.1	1	100	15	-1.2	-2	-1
CC(=O)c1cccc(NC(=O)N2CCN(S(C)(=O)=O)CC2)c1	2	1	2	-1.8	1	101	-1	-1.3	-3	10
COc1ccccc1N1C(=O)CC(Sc2n[nH]c(-c3cccc(C)c3)n2)C1=O (centres undefined)	11	nt	1	1.2	10	106	-4	-0.5	-10	-7
CC(C)OC(=O)c1cc(C(=O)c2cc(Cl)ccc2O)coc1=N	-17	-1	1	-2.1	9	98	0	1.8	-4	10
Cc1nnc(Oc2ccccc2)c2ccccc12	0	4	-11	-1.5	0	nt	10	0.4	-1	7
Cc1ccc(S(=O)(=O)/N=C(/c2ccc(F)cc2)N2CCCC2)cc1	7	-5	4	0.5	5	92	-4	0.9	1	-3
COc1ccc(C(=O)Nc2nc(C)c(C)s2)cc1OC	-1	nt	4	-2.9	-1	95	0	-3.4	-3	15
Cc1nnc2sc(SCC(=O)N3CCC(C)CC3)nn2c1=O	2	2	6	-2.7	-8	nt	39	-0.1	-3	14
COc1ccc(Cn2c(=N)c(C(=O)NC3CCCCC3)cc3c(=O)n4ccccc4nc32)cc1	-6	0	-2	-3.2	-2	107	-2	2.4	-1	16

Compounds as they come, and some 3.1% of all compounds hit somewhere here.
